# Compound activity: PubChem BioAssay, several laboratories
# NF-kB neuron act = raises NF-kB expression in human neuronal cells; fold change at 12.5 µM; AID 1239; 190,000 tested, 1.6% active; NF-kB reporter expression; active compounds read high; in the data active = fold change above about 3.3
# STAT3 activator = increases IL-6 driven STAT3 reporter signal | U3A cells, IL-6 STAT3-luciferase reporter, luminescence; 100% = signal with IL-6 EC80 alone | activation (% of control), % at 5.6 µM | 190,000 tested, 0.91% active;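 active = activation above the screen-wide mean of compound activation plus 3 SD, cut at about 130% in these data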;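 note: 0% = background luminescence of wells with medium and substrate only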
#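 Assay system – human STAT1-deficient U3A cells with stable STAT3-luciferase reporter · Also added – IL-6 (33 ng/mL) · Schedule – compound 1 h, then IL-6 6 h at 37 °C · Technique – reporter luminescence signal · Evaluation – % activation versus median of IL-6-stimulated wells · Benchmarks – IL-6-only wells as 100% reference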
# HMGR II inh = E. faecalis class II HMG-CoA reductase inhibition. purified E. faecalis HMGR, NADPH absorbance 340 nm kinetic. inhibition, % at 10 µM. 190,000 tested, 0.41% active;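 active = inhibition above a set limit, the median over all tested compounds plus 3 SD, cut at about 9.5% in these data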;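 note: enzyme runs in reverse so mevalonate oxidation gives rising NADPH absorbance; 0% = complete reaction with DMSO and 100% = background rate lacking mevalonate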
# STAT1 activator = increases IFN-gamma driven STAT1 reporter signal; 200,000 tested, 2.6% active; NIH 3T3 STAT1-luciferase reporter, luminescence; 100% = IFN-gamma alone, no compound; activation (% of control), % at 5.5 µM; AID 932;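 active = activation above the screen-wide mean activation plus 3 SD, cut at about 130% in these data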;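 note: raw ratio to IFN-gamma control signal so 100% means no change and 0% no light; values of inactives mirror those of a sister screen read the other way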
# TLR4 MyD88 comp = inhibitors of human TLR4-MyD88 binding. O00206+Q99836. HeLa CL3-4 TLR4/MyD88 BLA complementation, FRET ratio. inhibition, % at 8.4 µM. 200,000 tested, 0.18% active; in the data active = inhibition above about 25%;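 note: 0% = vehicle and 100% = reference inhibitor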
# Target sequence (O00206 whole entry, looked up): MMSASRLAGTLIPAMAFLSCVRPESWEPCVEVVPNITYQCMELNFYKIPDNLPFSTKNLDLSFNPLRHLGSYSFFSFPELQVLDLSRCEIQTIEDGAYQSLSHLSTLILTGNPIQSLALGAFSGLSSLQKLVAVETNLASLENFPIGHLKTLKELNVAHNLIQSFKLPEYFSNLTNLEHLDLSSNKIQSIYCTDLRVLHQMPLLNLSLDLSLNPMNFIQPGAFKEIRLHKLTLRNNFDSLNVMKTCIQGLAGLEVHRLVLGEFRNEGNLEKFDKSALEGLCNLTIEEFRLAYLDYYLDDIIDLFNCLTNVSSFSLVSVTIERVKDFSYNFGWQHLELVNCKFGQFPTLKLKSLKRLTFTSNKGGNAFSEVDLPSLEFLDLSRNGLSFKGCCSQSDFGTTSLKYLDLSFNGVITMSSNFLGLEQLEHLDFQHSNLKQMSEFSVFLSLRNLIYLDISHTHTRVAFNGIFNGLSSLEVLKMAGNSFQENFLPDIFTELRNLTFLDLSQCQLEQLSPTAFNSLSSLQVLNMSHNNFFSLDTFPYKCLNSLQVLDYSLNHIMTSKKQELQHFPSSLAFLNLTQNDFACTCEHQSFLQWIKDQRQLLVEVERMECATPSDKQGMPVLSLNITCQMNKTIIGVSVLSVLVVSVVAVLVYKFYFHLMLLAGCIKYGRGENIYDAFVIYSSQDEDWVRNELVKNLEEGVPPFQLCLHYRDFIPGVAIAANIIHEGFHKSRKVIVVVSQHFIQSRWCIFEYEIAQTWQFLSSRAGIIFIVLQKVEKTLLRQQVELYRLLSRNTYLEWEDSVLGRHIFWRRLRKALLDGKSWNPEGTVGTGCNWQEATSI
# Target sequence (Q99836 whole entry, looked up): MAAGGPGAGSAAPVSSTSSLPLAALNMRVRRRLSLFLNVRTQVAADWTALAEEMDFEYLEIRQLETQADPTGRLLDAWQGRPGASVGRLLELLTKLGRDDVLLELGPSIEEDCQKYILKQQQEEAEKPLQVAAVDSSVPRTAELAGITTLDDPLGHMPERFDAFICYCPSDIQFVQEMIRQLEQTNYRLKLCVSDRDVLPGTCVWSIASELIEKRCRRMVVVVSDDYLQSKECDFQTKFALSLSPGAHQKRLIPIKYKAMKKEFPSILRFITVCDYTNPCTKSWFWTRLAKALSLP
# Hsp70 activator = Hsp70 transcriptional activation, primary screen. HeLa Hsp70 promoter luciferase reporter, luminescence; scaled: vehicle 0, proteasome-inhibitor control 100%. activation, % at 10 µM. 200,000 tested, 0.04% active;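 active = activation above the mean across all tested compounds plus 3 SD, cutoff set per campaign, cut at about 5.5% in these data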;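 note: 100% = MG132 at 30 µM as the positive control and 0% = DMSO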
# STAT3 blocker = inhibitors of IL-6 induced STAT3 signaling. inhibition, % at 5.5 µM. U3A cells, IL-6 STAT3-luciferase reporter, luminescence; host cell line lacks STAT1. 190,000 tested, 0.89% active;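 active = inhibition above the mean inhibition across all screened compounds plus 3 SD, cut at about 44% in these data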;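 note: 0% = DMSO only wells and 100% = 100 µM nifuroxazide control wells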
# APP 5'UTR act = APP 5'UTR luciferase reporter activation | SH-SY5Y APP 5'UTR luciferase reporter, luminescence; zero percent = DMSO vehicle wells | activation, % at 2 µM | 190,000 tested, 1% active | AID 1276;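 active = activation above a set limit, based on mean plus 3 SD of controls, cut at about 140% in these data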; note: values of inactives mirror those of a sister screen read the other way
# STAT1 inh = reduces IFN-gamma driven STAT1 reporter signal. NIH 3T3 STAT1-luciferase reporter, luminescence. 200,000 tested, 0.35% active. inhibition, % at 5.5 µM. AID 920;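 active = inhibition above a set limit, the mean inhibition across all tested compounds plus 3 SD, cut at about 34% in these data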;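 note: 0% = IFN-gamma with DMSO and 100% = IFN-gamma with 300 µM nifuroxazide; values of inactives mirror those of a sister screen read the other way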
# DTT redox prof = compounds producing H2O2 with reducing agent – biochemical, NIH compound library profiling, artefact control for MLSCN library redox annotation, primary screen; DTT-dependent redox cycling H2O2, phenol red/HRP absorbance; 100% = 100 µM peroxide control, 0% = buffer; activation, % at 10 µM; 200,000 tested, 0.03% active;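 active = activation of at least 50% relative to the plate's high and low controls in the primary single-dose screen; inactive = activation below 50%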;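 note: compound incubated with DTT at 0.8 mM final as the reducing agent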
# The depositor's hits bear a star; nt = no result given.
SMILES,NF-kB neuron act,STAT3 activator,HMGR II inh,STAT1 activator,TLR4 MyD88 comp,Hsp70 activator,STAT3 blocker,APP 5'UTR act,STAT1 inh,DTT redox prof
CN1C(=O)CSc2ccc(NC(=O)Nc3ccccn3)cc21,1.4,84,-4,142*,7,0.1,23,29,-46,2.1
c1ccc2c3c([nH]c2c1)-c1[nH]ncc1CC3,1.2,70,2,104,-5,0.1,41,15,-5,1.7
COc1ccc(NC(=O)CN(C)C(=O)c2oc3ccccc3c2C)cc1,0.87,126,-4,95,6,0.1,-21,8,5,0.0
Brc1ccc(-c2csc(N3CCC(c4ccccc4)C3)n2)cc1 (stereo not drawn),1.3,92,0,123,-7,-0.1,14,14,-25,-1.6
O=C1CC(c2cccs2)c2cc3c(cc2N1)OCO3 (stereo not drawn),0.85,104,4,102,11,-0.6,-1,11,-2,1.6
O=C(CSc1nnc(-c2ccncc2)o1)NC1CCCCC1,1.2,96,1,99,1,-0.1,8,11,-1,-0.9
O=C(NCCCN1CCOCC1)c1cc2cc(Cl)cc(Cl)c2oc1=O,nt,105,nt,103,13,-0.2,-2,-2,-3,3.5
COc1ccccc1Cc1nc2ccccc2n1S(=O)(=O)c1ccc(Cl)cc1,1.2,103,1,99,-12,-0.4,-4,4,1,0.8
COc1ccc2c(c1)CC/C(=C\c1ccc(OC)c(Cn3cccn3)c1)C2=O,0.54,97,-6,108,3,0.0,0,2,-9,-0.1
COc1cccc(OCC(O)CN(CCO)Cc2ccccc2)c1 (stereo not drawn),0.97,101,-2,100,-11,-0.2,4,-3,0,4.2
C/C(=N\NC(=O)c1cccc(Cl)c1)c1cccc(NC(=O)C(C)C)c1,1.1,91,-2,106,11,-0.2,13,29,-7,15
N/C(=N\OC(=O)c1cccs1)c1ccccc1,1.9,106,-3,156*,-6,0.0,-9,83,-63,-0.4
O=C(Nc1nc(-c2ccco2)cs1)c1ccccc1,1.5,92,2,126,6,0.2,15,22,-29,-0.7
CC(C)c1ccccc1NC(=S)NC(C)c1ccccc1 (stereo not drawn),1.2,101,-2,99,-7,-0.1,-1,0,2,-0.2
NCCc1nnc(SCc2ccccc2)o1,0.73,96,1,104,-6,0.9,11,3,-4,1.2
CCN(c1ccccc1)c1nc2ccsc2c(=O)s1,1.7,99,1,106,1,-0.3,4,1,-7,0.4
O=C(COC(=O)C12CC3CC(CC(C3)C1)C2)N1CCN(S(=O)(=O)c2ccccc2)CC1,0.98,105,-2,92,11,0.1,-1,-1,8,0.2
CCc1nc2sc3c(O)cc(=O)[nH]c3c2cc1C,1.3,98,-1,104,-5,-0.2,7,2,-7,-1.5
O=C(COC(=O)CNC(=O)c1ccccc1)Nc1nc(-c2ccccc2)cs1,1.9,105,3,115,5,-0.4,-3,3,-17,0.6
CCOc1ccc(C(C)NC(=O)c2cccc(F)c2)cc1 (stereo not drawn),1.2,92,-3,93,-18,-0.3,10,40,8,-0.5
Cc1ccc(C(=O)NS(=O)(=O)c2ccc(N=NN(C)C)cc2)cc1,1.1,97,-3,98,-7,0.2,8,-3,1,-0.7
COc1ccc(OC)c(N=C2C(=O)Nc3ccccc32)c1,0.81,90,-1,97,13,-0.2,16,-11,3,-0.9
CCOc1ccc(OCCSc2nc3ccccc3[nH]2)cc1,1.1,88,-1,90,13,-0.4,17,3,10,0.6
CCOc1cccc(N2C(=O)CC(N(CCc3ccc(OC)c(OC)c3)C(=O)CC)C2=O)c1 (stereo not drawn),1.1,104,4,94,-1,-0.4,-5,-19,7,2.7
O=C(CC(C(=O)O)N1CCOCC1)Nc1ccc(Cl)cc1 (stereo not drawn),1.2,92,-4,102,-7,0.0,13,12,-2,0.3
# More structures:
SMILES,NF-kB neuron act,STAT3 activator,HMGR II inh,STAT1 activator,TLR4 MyD88 comp,Hsp70 activator,STAT3 blocker,APP 5'UTR act,STAT1 inh,DTT redox prof
Brc1ccc(-c2ccc(/C=N/Nc3nc4ccccc4[nH]3)o2)cc1,1.7,112,-7,138*,16,0.0,-12,85,-42,0.2
COC(=O)c1ccc(-n2c(C)cc(-c3csc(NC(=O)c4ccc(S(=O)(=O)N(C)C)cc4)n3)c2C)cc1,1,98,-3,107,-37,-0.1,-1,8,-8,-0.1
O=C(O)c1cc(Cl)c(Cl)cc1C(=O)N1CCCC1,0.95,95,3,90,-12,-0.2,10,27,10,-0.8
COCCNC(=O)c1cc2c3ccccc3n(C)c2s1,0.89,86,-3,102,-3,0.1,27,4,-2,1.5
CN(Cc1cn(C)nc1-c1ccccc1F)C1CCOC1 (stereo not drawn),1.1,101,-6,98,3,-0.3,4,-17,0,-1.5
CCCC(=O)c1c(NC(C)C)cc(C)oc1=O,1.6,101,-1,104,-4,-0.3,5,-21,-6,-0.3
COc1ccccc1NC(=S)N(Cc1cccnc1)Cc1ccco1,1,99,-1,95,-7,-0.4,3,11,4,-0.3
O=C(CN1C(=O)S/C(=C/c2ccncc2)C1=O)N1CCOCC1,1.1,103,-1,100,7,0.0,2,-19,0,0.2
CN(CC(=O)Nc1cccc2c1CCCC2)S(=O)(=O)c1ccc(Br)cc1,0.93,102,-2,102,2,0.0,2,18,-2,-6.6
O=C(O)CCn1c(SCc2ccccc2)nc2ccccc21,1.2,107,-1,105,-4,-0.1,-4,18,-5,2.1
Clc1cccc(N/N=C/c2ccc(N3CCOCC3)s2)c1,2.2,85,-4,94,19,-0.4,20,7,7,0.1
Cc1ccc(C(=O)N2CCN(c3ccccc3)CC2)cc1C,1.6,104,-7,97,13,-0.1,2,4,4,-2.4
O=S(=O)(c1ccc2c(c1)OCCCO2)N1CCNCC1,1.3,98,5,98,0,-0.2,8,-11,2,-0.5
CC1CCN(c2ccc(/C=N/n3nnnc3N)cc2[N+](=O)[O-])CC1,1.4,85,-5,110,2,-0.1,21,-5,-11,-3.5
O=C(Cn1ccc(C(F)(F)F)n1)N/N=C/c1ccc(N2CCOCC2)cc1,1.1,97,-11,103,2,-0.2,11,0,-4,0.6
CCNC(=O)NC(=O)C(C)OC(=O)CCS(=O)(=O)c1ccc(C)cc1 (stereo not drawn),1.2,93,-5,105,0,-0.5,14,-6,-6,-0.5
Cc1ccccc1C(=O)Nc1nc(=S)ss1,0.92,101,1,102,-1,-0.3,-2,0,-3,2.2
CSc1cccc(NC(=S)N(Cc2ccc(C)cc2)Cc2ccccn2)c1,0.91,93,-2,95,-2,-0.4,9,9,6,-0.4
N#CC1=C(S)N(c2ccccc2)C(c2cccs2)NC1=O (stereo not drawn),0.71,95,1,96,-3,-0.3,10,-5,5,0.8
Cc1nnc(SC/C=C/c2ccccc2)n(N)c1=O,1.1,104,9.8*,100,5,0.1,0,-5,0,0.1
COc1ccc(N2CCN(C(=O)c3cccc(Br)c3)CC2)c([N+](=O)[O-])c1,1.1,96,-1,98,11,-0.4,10,-1,-1,-0.2
O=c1cc(O)n(-c2ccccc2)c(=S)[nH]1,1.5,94,-3,95,-3,-0.3,9,18,6,0.7
COc1cc(/C=N/n2cnnc2)ccc1Oc1nc(Cl)ncc1F,1.3,108,-3,94,-5,-0.2,-1,18,7,0.1
Cc1noc(C)c1COC(=O)CCOc1ccccc1,0.94,91,-3,107,4,0.3,15,-8,-8,2.2
Cc1ccc(CNC(=O)c2cc3c(=O)n(C)c4ccccc4c3n2C)cc1,1.2,100,3,108,4,0.2,8,-9,-9,-0.8

# A draw from above in order of length of the SMILES, falling:
SMILES,NF-kB neuron act,STAT3 activator,HMGR II inh,STAT1 activator,TLR4 MyD88 comp,Hsp70 activator,STAT3 blocker,APP 5'UTR act,STAT1 inh,DTT redox prof
O=C(COC(=O)CNC(=O)c1ccccc1)Nc1nc(-c2ccccc2)cs1,1.9,105,3,115,5,-0.4,-3,3,-17,0.6
COc1ccc(OC)c(N=C2C(=O)Nc3ccccc32)c1,0.81,90,-1,97,13,-0.2,16,-11,3,-0.9
O=C1CC(c2cccs2)c2cc3c(cc2N1)OCO3 (stereo not drawn),0.85,104,4,102,11,-0.6,-1,11,-2,1.6

# Reprinted from above, nine compounds:
SMILES,NF-kB neuron act,STAT3 activator,HMGR II inh,STAT1 activator,TLR4 MyD88 comp,Hsp70 activator,STAT3 blocker,APP 5'UTR act,STAT1 inh,DTT redox prof
Cc1ccccc1C(=O)Nc1nc(=S)ss1,0.92,101,1,102,-1,-0.3,-2,0,-3,2.2
CSc1cccc(NC(=S)N(Cc2ccc(C)cc2)Cc2ccccn2)c1,0.91,93,-2,95,-2,-0.4,9,9,6,-0.4
N#CC1=C(S)N(c2ccccc2)C(c2cccs2)NC1=O (stereo not drawn),0.71,95,1,96,-3,-0.3,10,-5,5,0.8
Cc1nnc(SC/C=C/c2ccccc2)n(N)c1=O,1.1,104,9.8*,100,5,0.1,0,-5,0,0.1
COc1ccc(N2CCN(C(=O)c3cccc(Br)c3)CC2)c([N+](=O)[O-])c1,1.1,96,-1,98,11,-0.4,10,-1,-1,-0.2
O=c1cc(O)n(-c2ccccc2)c(=S)[nH]1,1.5,94,-3,95,-3,-0.3,9,18,6,0.7
COc1cc(/C=N/n2cnnc2)ccc1Oc1nc(Cl)ncc1F,1.3,108,-3,94,-5,-0.2,-1,18,7,0.1
Cc1noc(C)c1COC(=O)CCOc1ccccc1,0.94,91,-3,107,4,0.3,15,-8,-8,2.2
Cc1ccc(CNC(=O)c2cc3c(=O)n(C)c4ccccc4c3n2C)cc1,1.2,100,3,108,4,0.2,8,-9,-9,-0.8

# (next part)
SMILES,NF-kB neuron act,STAT3 activator,HMGR II inh,STAT1 activator,TLR4 MyD88 comp,Hsp70 activator,STAT3 blocker,APP 5'UTR act,STAT1 inh,DTT redox prof
Cc1ccc(S(=O)(=O)N2CCN(c3ccc4nnc(-c5ccccc5)n4n3)CC2)cc1,0.81,124,2,98,-6,-0.1,-19,5,2,-0.3
O=S(=O)(NCC1CCCO1)c1cc(Br)c(Br)s1 (stereo not drawn),0.8,98,-4,100,11,-0.1,6,2,1,-1.6
O=C(COC(=O)C1CCN(S(=O)(=O)c2cccs2)CC1)c1ccccc1,1.1,101,-3,98,-3,-0.1,1,-6,1,-2.0
CC(C)(C)c1ccc(C(=O)NCC(=O)N/N=C/c2ccccc2OCC(=O)O)cc1,1.3,104,-10,107,-10,0.1,3,5,-10,0.3
CC1CCCC(C)N1CCNC(=O)Nc1ccc(Cl)cc1 (stereo not drawn),1.6,103,1,110,-10,-0.5,2,13,-11,0.2
NC(=O)c1ccsc1NC(=O)CSc1nnc(Nc2ccccc2)s1,0.75,102,2,91,-13,-0.1,5,2,9,-0.8
COc1ccc(OC)c(S(=O)(=O)NCCO)c1,1.2,105,-1,100,-2,-0.2,-1,-2,0,3.6
Fc1ccccc1C1c2cccn2CCN1C(=S)Nc1ccc(Br)cc1 (stereo not drawn),1.3,98,1,104,16,-0.1,4,8,-7,-3.0
Oc1c(C=Nc2ccccc2)sc(=S)n1Cc1ccccc1,1.3,104,2,104,10,0.3,2,4,-4,0.2
OC(Cc1cccnc1)(Cc1cccnc1)c1cc2ccccc2[nH]1,1.2,116,-3,98,-2,0.1,-21,-15,3,-0.4

# An unsorted share of the library; 5.6% or so of the library scored in one or more.
